GC-A act = GC-A (human) enzyme activation | P16066 | HEK293 GC-A cells, cGMP TR-FRET, EC30 ANP; 0% at EC30 ANP, 100% saturating ANP | activation, % at 10 µM | actives 0.14% (n = 370,000); in the data active = activation above about 40%
PG9 binder = binds the HIV-1 gp120 antibody PG9; TR-FRET gp120-PG9 antibody binding; inhibition, % at 6.7 µM; actives 0.43% (n = 360,000); AID 624416; in the data active = inhibition above about 8.5%
GC-B act = GC-B (human) receptor activation | P20594 | HEK293-GC-B cells, CNP EC30, cGMP TR-FRET; 0% at EC30 CNP, 100% saturating CNP | activation, % at 10 µM | actives 0.11% (n = 370,000);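 active = activation at 10 µM reaching about 35% in either raw or pattern-adjusted values, limit read from the data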
rCAG RNA binder = r(CAG) repeat RNA binding; TO-PRO-1 dye displacement fluorescence; inhibition, % at 3 µM; actives 1.3% (n = 370,000);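 active = inhibition above the plate cutoff, the mean of all test compounds on that plate plus 3 SD, cut at about 35% in these data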;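 note: 0% = DMSO alone and 100% = 100 µM mitoxantrone as full dye displacement; higher means more dye released from RNA so lower well fluorescence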
HTRA1 inh = blocks human HTRA1 serine peptidase; recombinant HTRA1, FP-rhodamine activity-based probe, fluorescence polarization; inhibition, % at 5.96 µM; actives 0.5% (n = 340,000); Q92743; in the data active = inhibition above about 36%;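 note: 0% = enzyme with DMSO and 100% = wells lacking enzyme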
ARFGAP1 inhibitor = rat ARFGAP1 inhibition. inhibition, % at 16.5 µM. Arfgap1-stimulated ARF1 GTP hydrolysis, GDP FP detection. actives 0.26% (n = 360,000). Q62848;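 active = inhibition above a per-plate limit, mean inhibition of low control wells plus 3 SD, cut at about 25% in these data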;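 note: 0% = DMSO wells with enzyme and 100% = wells lacking Arfgap1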
Target sequence (Q62848 1-136 limits assumed): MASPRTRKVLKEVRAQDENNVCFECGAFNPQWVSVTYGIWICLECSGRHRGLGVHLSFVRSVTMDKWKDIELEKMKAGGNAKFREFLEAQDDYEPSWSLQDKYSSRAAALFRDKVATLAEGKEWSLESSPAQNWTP
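Material: rat Arfgap1 GAP domain (His6, aa 1-136), purified enzyme. Also added: human ARF1(Δ1-17)-GTP substrate. Compound dosing: 16.5 µM single point, 1.26% DMSO. Timing: enzyme reaction 120 min at 25 °C after 20 min preincubation. Signal: GDP detection by fluorescence polarization. Read-out basis: percent inhibition of GAP-stimulated GDP formation, scaled between DMSO and no-Arfgap1 medians.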
ASAP1 GAP inh = ASAP1 ArfGAP inhibition | ASAP1-stimulated ARF1 GTP hydrolysis, GDP FP detection | Q9ULH1 | inhibition, % at 16.5 µM | actives 0.19% (n = 360,000); in the data active = inhibition above about 25%;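 note: 0% = vehicle with enzyme and substrate and 100% = no enzyme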
NR1D1 modulator = modulators of human Rev-erb alpha DNA binding | P20393 | Rev-erbα–FITC-DNA binding, fluorescence polarization, 90 min | activity, % at 10 µM | actives 0.79% (n = 370,000) | AID 1259318;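 active = activity above about 14%, limit read from the data; passing the limit was not always enough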;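 note: 0% = DMSO wells with 35 nM protein and 100% = DMSO wells with 750 nM protein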
Target sequence (P20393 whole entry, looked up): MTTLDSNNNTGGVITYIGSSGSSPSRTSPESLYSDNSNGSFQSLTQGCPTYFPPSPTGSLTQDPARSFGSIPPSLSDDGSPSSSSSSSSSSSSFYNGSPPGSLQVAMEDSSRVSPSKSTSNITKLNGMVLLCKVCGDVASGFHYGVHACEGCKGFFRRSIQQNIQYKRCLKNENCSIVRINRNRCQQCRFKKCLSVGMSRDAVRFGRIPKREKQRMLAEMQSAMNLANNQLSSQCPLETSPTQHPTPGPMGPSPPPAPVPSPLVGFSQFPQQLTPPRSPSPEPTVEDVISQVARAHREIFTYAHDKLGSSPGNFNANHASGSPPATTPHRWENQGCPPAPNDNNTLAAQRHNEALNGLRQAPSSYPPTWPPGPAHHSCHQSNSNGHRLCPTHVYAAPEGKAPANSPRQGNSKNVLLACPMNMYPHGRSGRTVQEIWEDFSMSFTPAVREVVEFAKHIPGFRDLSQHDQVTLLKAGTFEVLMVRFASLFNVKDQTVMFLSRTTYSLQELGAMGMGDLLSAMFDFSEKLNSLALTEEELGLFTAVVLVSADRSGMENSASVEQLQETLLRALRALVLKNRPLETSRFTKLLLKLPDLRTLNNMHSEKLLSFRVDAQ
SMARCA2 act = increases SMARCA2 function in MMTV reporter cells; AID 652017; activation, % at 9.1 µM; actives 1% (n = 370,000); MG213 cells, MMTV-luciferase reporter, dexamethasone, overnight; in the data active = activation above about 7.8%;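 note: 0% = vehicle wells and 100% = reference activator wells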
ABHD4 inh = inhibits mouse alpha/beta hydrolase domain 4; purified mABHD4, FP-Rh probe fluorescence polarization; inhibition, % at 8.92 µM; actives 0.54% (n = 370,000); AID 720543;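 active = inhibition exceeding the mean over every tested compound plus 3 SD, cut at about 30% in these data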;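 note: 0% = plate median of compound wells and 100% = S159A mutant with DMSO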
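system = mouse ABHD4 enzyme, wild type | medium = HEPES pH 7.0, NaCl, Pluronic buffer | also added = FP-Rh probe | incubation = Enzyme–compound pre-incubation 45 min, then probe 60 min, both 25 °C | technique = fluorescence polarization, excitation 525 nm, emission 598 nm, BODIPY TMR filters | controls = S159A mutant high control, sample median low control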
* hit, by the source's call; / = not tested or not shown.

item	SMILES	GC-A act	PG9 binder	GC-B act	rCAG RNA binder	HTRA1 inh	ARFGAP1 inhibitor	ASAP1 GAP inh	NR1D1 modulator	SMARCA2 act	ABHD4 inh
1	COc1ccccc1-c1cc2nc(C)c(CCC(=O)NCc3ccc(F)cc3)c(C)n2n1	7	-0.2	-5	0	-5	-12	10	-1	-4	-4
2	CC(NC(=O)CSc1nc(=O)cc(N)n1-c1ccccc1)c1ccccc1 (centres undefined)	-1	-2.1	1	-1	0	-8	2	-1	-2	0
3	COc1ccc(CCN2C(=O)CSC2c2cccc([N+](=O)[O-])c2)cc1OC (centres undefined)	6	1.5	1	-4	-6	1	-12	4	-1	-4
4	c1ccc(CNc2ccccn2)cc1	2	-1.1	-5	-7	-4	2	-8	3	0	4
5	CCN=C1NN=C(c2c[nH]c3ccccc23)CS1	-1	-3.8	-3	5	2	11	-8	-2	7	3
6	CS(=O)(=O)Nc1ccc2c(c1)C(=O)OC2	3	-1.9	7	1	-6	8	-1	1	-1	-2
7	CC1(C)CC(=O)C(c2c[nH]c3ccccc23)C(=O)C1	-1	-1.0	3	4	-1	-4	-5	9	-4	28
8	COc1ccc(/C(C)=N/NS(=O)(=O)c2ccccc2)c(OC)c1	-4	-2.5	2	-1	0	11	-8	5	-2	-7
9	Cc1ccc(NC(=O)CC(C)N2CCCC2)cc1 (centres undefined)	1	-0.2	0	2	0	3	1	4	-1	-3
10	COc1cccc(OCCNC(=O)CSc2ccc(C(F)(F)F)cc2[N+](=O)[O-])c1	-10	-0.6	-6	8	0	-2	-12	3	-1	5
11	O=C(Cc1ccccc1)NCC(=O)OCc1ccc([N+](=O)[O-])cc1	0	-0.6	-1	3	-2	0	5	-2	-1	2
12	Cc1ccc(C(=O)N/C(=C\c2ccc(Cl)cc2)C(=O)NCC2CCCO2)cc1 (centres undefined)	0	1.9	5	-3	-1	-2	-6	-11	1	-1
13	COc1ccc2nc(C(F)(F)C(F)(F)F)c(C#N)c(N)c2c1	8	-2.4	-5	11	-22	20	18	46*	-1	-16
14	COc1ccc(N2C(=O)c3ccccc3NC2c2ccc(OC)c(COc3ccccn3)c2)cc1 (centres undefined)	-1	-2.4	-3	7	-12	3	5	-5	2	9
15	COc1ccc(N/C=C2\C(=O)CCc3c2oc2cc(Cl)c(O)c(Cl)c32)cc1	0	0.4	-13	13	19	-13	-18	-29	-2	29
16	Nc1nc(N)c2cc(S(=O)(=O)c3ccc4ccccc4c3)ccc2n1	0	2.5	-5	4	-1	7	-6	1	-7	3
17	CC1CC(C)(C)N(C(=O)NC2CCCCC2)c2ccccc21 (centres undefined)	3	-0.2	2	-1	4	-9	-6	0	2	2
18	O=C(C1CC(=O)N(C2CCCC2)C1)N1CCN(c2cccc(C(F)(F)F)c2)CC1 (centres undefined)	1	-0.2	3	-13	8	11	-1	-3	-2	3
19	CCCCC(=O)N(C)c1c(CC)nc2c(OCCOc3ccc(F)cc3)cccn12	-1	1.0	2	-3	/	4	-2	-7	-6	3
20	CC1(C)Cc2ccccc2-c2nc(CN3CCOCC3)[nH]c(=O)c21	7	1.2	0	-6	1	-9	-14	-1	0	-1
21	COc1ccc(NC(=O)CCN2C(=O)c3ccccc3S2(=O)=O)c(OC)c1	-1	1.6	2	2	1	3	5	-1	0	-3
22	Cc1ccc(NC(=O)C2CCN(S(=O)(=O)c3c(C)nn(C)c3C)CC2)c(Cl)c1	2	-2.8	-6	-1	3	-6	8	-5	-1	0
23	CC1CCCC(C)N1C(=O)CSc1nc(N)cc(N)n1 (centres undefined)	1	-1.2	-7	4	-2	1	-6	3	0	-3
24	COC(=O)C1=C(C)N(CCc2ccccc2)C(=O)C1(NS(=O)(=O)c1ccc(NC(C)=O)cc1)C(F)(F)F (centres undefined)	1	0.6	1	9	5	-4	16	1	-2	3
25	COc1ccc(NC(=O)c2cc(-c3cc(F)ccc3OC(C)C)n[nH]2)cc1OC	17	-0.3	18	0	/	-2	-7	-5	-4	0
26	CC(C)NC(=O)N(C)C[C@H]1Oc2ccc(NS(=O)(=O)c3ccc(Cl)cc3)cc2CC(=O)N([C@@H](C)CO)C[C@@H]1C	1	-1.3	3	5	-34	9	6	-3	4	5
27	COc1ccc(Br)cc1/C=C1\Oc2ccccc2NC1=O	11	0.1	1	4	-3	0	1	4	-2	2
28	CC(C)S(=O)(=O)NC(=O)C1(C)CCN1C(=O)Cc1ccccc1Cl (centres undefined)	1	-0.2	4	0	/	20	9	2	2	-3
29	CC(C)NC(=O)C1(C)CN(S(C)(=O)=O)CC(=O)N1CCc1ccc(O)cc1 (centres undefined)	-2	-0.9	-1	3	/	0	-12	0	1	6
30	Cc1ccc(S(=O)(=O)CC(O)COc2ccc(F)cc2Cl)cc1 (centres undefined)	2	-0.9	4	-3	-7	0	7	1	1	-2

Complete entries, quoted from the list. Screens in order: GC-A act, PG9 binder, GC-B act, rCAG RNA binder, HTRA1 inh, ARFGAP1 inhibitor, ASAP1 GAP inh, NR1D1 modulator, SMARCA2 act, ABHD4 inh
Listed for `COc1ccc(N2C(=O)c3ccccc3NC2c2ccc(OC)c(COc3ccccn3)c2)cc1` (centres undefined) : -1, -2.4, -3, 7, -12, 3, 5, -5, 2, 9
Listed for `COc1ccc(N/C=C2\C(=O)CCc3c2oc2cc(Cl)c(O)c(Cl)c32)cc1` : 0, 0.4, -13, 13, 19, -13, -18, -29, -2, 29

Going on with the list:
item	SMILES	GC-A act	PG9 binder	GC-B act	rCAG RNA binder	HTRA1 inh	ARFGAP1 inhibitor	ASAP1 GAP inh	NR1D1 modulator	SMARCA2 act	ABHD4 inh
31	CCc1ccccc1Oc1nc(NCCOC)nc2cc(-c3ccccc3)sc12	-7	0.7	3	3	/	-9	-8	-1	0	4
32	Cc1cccc(S(=O)(=O)Nc2nc3ccccc3nc2Nc2ccc3c(c2)OCO3)c1	0	-3.5	-2	14	10	2	11	-2	-4	10
33	COc1ccc(-c2csc(N3CCN(C(=O)c4ccco4)CC3)n2)cc1	-1	-0.1	-2	2	-2	-8	-3	-1	0	5
34	COc1ccc2[nH]c3c(c2c1)CCNC3=O	2	-0.5	5	4	3	-7	-8	2	2	15
35	O=C(C1CCCO1)N1CCN(S(=O)(=O)c2cc(C(F)(F)F)ccc2Cl)CC1 (centres undefined)	2	1.2	3	-5	4	0	-11	4	-1	8
36	Cc1ccc2c(c1)NC(=O)c1cc([N+](=O)[O-])ccc1O2	-2	0.9	0	-1	4	-7	-3	2	-1	2
37	O=C(Nc1ccc2c(c1)OCO2)c1cccc2c1C(=O)N(Cc1cccnc1)C2	-39	-2.1	-22	6	3	19	0	-5	3	-5
38	Cc1cc(NC(=O)c2cccs2)no1	4	-0.3	6	-1	3	1	-4	-4	4	-3
39	Cc1cc(C)n2nc(C(=O)OCC(=O)N(C)CC(=O)Nc3ccccc3Cl)nc2n1	4	-1.5	-7	2	11	6	17	-2	0	-1
40	CCN(CC)C(=O)CC(c1ccc2c(c1)OCO2)c1c(OC)cc(OC)c2ccc(=O)oc12 (centres undefined)	-18	0.2	-24	1	-8	4	1	0	0	6
41	CNC(=O)c1nnsc1S(=O)c1ccc(Cl)cc1 (centres undefined)	11	-0.8	2	-2	1	5	-2	-4	-13	4
42	CCOC(=O)C1CCN(C(=O)N(CC)CC)CC1	4	-0.7	4	1	-3	0	-15	-4	-1	2
43	CN1CCCCCC1=Nc1ccccc1C#N	-2	1.6	-4	-5	-2	14	6	6	-1	12
44	Cc1ccc(NC(=O)OC2CC3CC2[C@H]2CCCCN2C3)cc1C (some centres undefined)	-1	/	3	3	/	/	/	2	-1	-1
45	CSc1ccc(S(=O)(=O)N2CC(=O)Nc3ccccc32)cc1	-4	-1.9	4	5	0	8	-11	-3	-1	1
46	NC(=O)C1CCN(Cc2nnnn2Cc2ccco2)CC1	1	-0.3	0	3	0	9	-8	-4	-1	-1
47	NC(=O)[C@H]1CC2(CC(c3cccc(NC(=O)COc4ccc(Cl)cc4)c3)=NO2)CN1C(=O)c1ccccc1C(=O)c1ccccc1 (some centres undefined)	-1	-0.3	-5	25	-65	5	8	-4	0	-29
48	c1ccc2c(c1)CCc1ccccc1C2=C1CCNCC1	-30	-0.6	-24	6	-10	12	-1	3	0	2
49	C=CCN(C)C(C#CCCCC)c1ccccc1 (centres undefined)	-6	/	-7	/	/	/	/	1	/	1
50	O=C(NNC(=S)NC(=O)c1ccc(F)cc1)c1ccncc1	2	0.3	-1	3	7	5	11	-3	-1	10
51	CN(Cc1ccccc1)C(c1ccnc2ccccc12)c1nnnn1-c1ccc2c(c1)OCCO2 (centres undefined)	-9	-1.2	1	5	/	-2	-13	11	-3	-6
52	COc1ccc(C(=O)N2CCCC(c3cc(C(=O)Nc4ccccc4)no3)C2)cc1 (centres undefined)	2	1.4	2	1	/	2	19	4	-1	-1

Pulled by structure from the list above, 5 records:
item	SMILES	GC-A act	PG9 binder	GC-B act	rCAG RNA binder	HTRA1 inh	ARFGAP1 inhibitor	ASAP1 GAP inh	NR1D1 modulator	SMARCA2 act	ABHD4 inh
49	C=CCN(C)C(C#CCCCC)c1ccccc1 (centres undefined)	-6	/	-7	/	/	/	/	1	/	1
48	c1ccc2c(c1)CCc1ccccc1C2=C1CCNCC1	-30	-0.6	-24	6	-10	12	-1	3	0	2
41	CNC(=O)c1nnsc1S(=O)c1ccc(Cl)cc1 (centres undefined)	11	-0.8	2	-2	1	5	-2	-4	-13	4
50	O=C(NNC(=S)NC(=O)c1ccc(F)cc1)c1ccncc1	2	0.3	-1	3	7	5	11	-3	-1	10
32	Cc1cccc(S(=O)(=O)Nc2nc3ccccc3nc2Nc2ccc3c(c2)OCO3)c1	0	-3.5	-2	14	10	2	11	-2	-4	10

Source: PubChem
